# APJ agonist – APJ receptor agonism; P35414; CHO-K1 APJ PathHunter beta-arrestin, luminescence; 0% DMSO wells, 100% apelin; activation, % at 20 µM; actives 0.11% (n = 330,000);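 active = activation more than six SD over the plate average, tested at 20 µM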;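 note: 0% = DMSO alone and 100% = apelin-13 at 10 nM; some results filed as inactive read as strong as hits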
#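 Assay system – PathHunter CHO-K1 APJ (AGTRL-1) beta-arrestin reporter cells · Compound – one dose, 20 µM compound, 1% DMSO · Timing – compound 90 min 25 °C, reagent 1 h · Measured by – luminescence from split beta-galactosidase complementation, Galacton Star/Emerald II substrate · Measure – beta-arrestin recruitment to APJ as agonist activity, luminescent signal · Benchmarks – DMSO vs Apelin-13 10 nM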
# APJ antagonist – APJ receptor antagonism; CHO-K1 APJ beta-arrestin complementation, luminescence; inhibition, % at 20 µM; actives 0.32% (n = 330,000);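 active = inhibition above about 40% at 20 µM, limit read from the data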;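 note: cells challenged with 10 nM apelin-13 agonist together with compound; plate controls were apelin-13 plus DMSO wells for no effect and DMSO wells lacking apelin-13 for full effect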
# EBI2 antag – EBI2 (human) antagonism; EBI2 beta-arrestin recruitment, luminescence, 7a,25-OHC stimulated; P32249; inhibition, % at 5 µM; AID 651636; actives 0.81% (n = 360,000); in the data active = inhibition above about 38%;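 note: enzyme fragment complementation signal reports receptor beta-arrestin coupling in cells; 0% = agonist plus DMSO wells and 100% = wells without agonist; some results beyond the cut were filed as inactive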
# Target sequence (P32249 whole entry, looked up, the tested form may be a part): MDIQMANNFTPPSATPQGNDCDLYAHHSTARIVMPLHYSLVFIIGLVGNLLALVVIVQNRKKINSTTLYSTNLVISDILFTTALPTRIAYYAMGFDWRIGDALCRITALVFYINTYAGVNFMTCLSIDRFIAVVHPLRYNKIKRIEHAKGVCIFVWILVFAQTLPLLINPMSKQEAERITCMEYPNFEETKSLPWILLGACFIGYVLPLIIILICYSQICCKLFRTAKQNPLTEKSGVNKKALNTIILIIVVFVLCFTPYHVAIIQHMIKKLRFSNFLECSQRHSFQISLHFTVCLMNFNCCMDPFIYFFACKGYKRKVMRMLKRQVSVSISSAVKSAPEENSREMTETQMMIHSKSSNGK
# UBC13 polyUb – inhibitors of human UBC13 polyubiquitin chain formation; P61088; TR-FRET; inhibition, % at 20 µM; actives 0.47% (n = 330,000); in the data active = inhibition above about 45%, passing the limit was not always enough
# Target sequence (P61088 whole entry, looked up): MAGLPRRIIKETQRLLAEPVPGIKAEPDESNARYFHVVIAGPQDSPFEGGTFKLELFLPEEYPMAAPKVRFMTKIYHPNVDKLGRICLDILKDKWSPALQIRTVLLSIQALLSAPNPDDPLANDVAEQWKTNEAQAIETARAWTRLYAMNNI
# CCR6 antag – blocks CCL20-driven beta-arrestin recruitment at human CCR6 | P51684 | CHO-K1 CCR6 PathHunter beta-arrestin, luminescence, CCL20-stimulated | inhibition, % at 20 µM | actives 0.49% (n = 340,000) | AID 493098;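 active = compounds whose inhibition of the agonist-driven luminescence signal at 20 µM reaches about 50%, limit read from the data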;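 note: cells stimulated with CCL20 at 14 nM final; plate controls were DMSO with CCL20 for no effect and DMSO without agonist for full effect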
# Target sequence (P51684 whole entry, looked up): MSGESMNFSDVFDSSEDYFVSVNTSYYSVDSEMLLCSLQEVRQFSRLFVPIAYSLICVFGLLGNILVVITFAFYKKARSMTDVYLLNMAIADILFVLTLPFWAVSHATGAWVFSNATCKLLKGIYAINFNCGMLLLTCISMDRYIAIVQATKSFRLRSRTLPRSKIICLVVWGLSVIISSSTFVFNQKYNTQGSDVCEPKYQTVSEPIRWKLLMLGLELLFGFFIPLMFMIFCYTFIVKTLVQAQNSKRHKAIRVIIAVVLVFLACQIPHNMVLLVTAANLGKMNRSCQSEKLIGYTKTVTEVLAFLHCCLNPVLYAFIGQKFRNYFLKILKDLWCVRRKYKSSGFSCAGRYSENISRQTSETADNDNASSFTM
# CXCR6 block – blocks human CXCR6 beta-arrestin recruitment; inhibition, % at 20 µM; CHO-K1 PathHunter CXCR6 beta-arrestin, luminescence; actives 0.36% (n = 360,000); in the data active = inhibition above about 34%, passing the limit was not always enough;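 note: antagonist mode with CXCL16 agonist at 10 nM final; 0% = 10 nM CXCL16 with DMSO and 100% = unstimulated wells without agonist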
# Gli-Sufu antag – Gli-Sufu pathway antagonism. Sufu-KO-LIGHT fibroblasts, Gli luciferase reporter luminescence. inhibition, % at 5 µM. actives 0.74% (n = 340,000). AID 588413;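 active = inhibition above about 55%, limit read from the data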;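 note: 0% = DMSO-treated cells and 100% = wells with medium but no cells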
# ATG4B inhibitor – ATG4B (human) cysteine protease inhibition; inhibition, % at 8.33 µM; AID 504462; Q9Y4P1; ATG4B cleavage of LC3-PLA2, NBD-HPC fluorescence, 1 h; actives 0.51% (n = 340,000); in the data active = inhibition above about 40%
# * marks the source's active call; other numbers are inactive results; . = no result given; & = joins results of further samples.
# Abbreviations – A = APJ agonist; B = APJ antagonist; C = EBI2 antag; D = UBC13 polyUb; E = CCR6 antag; F = CXCR6 block; G = Gli-Sufu antag; H = ATG4B inhibitor
CCC(C)c1ccc(OCCN2CCCC2)cc1 (stereo not drawn)
  A: 1	B: 12	C: -8	D: 8	E: -6	F: 6	G: 1	H: -8

O=C(CCNS(=O)(=O)c1ccccc1C(F)(F)F)NNC(=O)c1csc(N2CCOCC2)n1
  A: 2	B: -56	C: -14	D: 1	E: -6	F: 9	G: -3	H: 0

O=C(CSc1ncn(-c2ccccc2)n1)Nc1nccs1
  A: -1	B: 18	C: -4	D: 6	E: -2	F: 0	G: 5	H: 1

CC1(C)Cc2c(cnn2-c2ccccc2)C(NC(=O)CCN2CCCCO2)C1 (stereo not drawn)
  A: 0	B: 21	C: 9	D: -2	E: 16	F: 8	G: -20	H: -13

C/C(CC(=O)Nc1cccc(F)c1)=N\NC(=O)C(=O)NC1CCCCC1
  A: -1	B: -6	C: -9	D: 6	E: 1	F: -13	G: -8	H: 10

Cn1c(=O)c2[nH]c(Cc3cccc4ccccc34)nc2n(C)c1=O
  A: .	B: .	C: 4	D: .	E: -1	F: -2	G: 12	H: -1

CCCCOC(=O)c1ccc(NC(=O)c2ccccc2OC)cc1
  A: -3	B: 0	C: 9	D: 4	E: 5	F: -10	G: -6	H: -5

Nc1nc(SCC(=O)Nc2ccccc2Oc2ccccc2)n[nH]1
  A: -4	B: 5	C: -12	D: 9	E: 9	F: 2	G: -9	H: -5

CCOC(=O)c1c(CN2CCN(CCO)CC2)n(C)c2cc(Br)c(OC)cc12
  A: -5	B: 13	C: -3	D: 17	E: 10	F: 5	G: 10	H: -8

COc1cccc(C2C(C#N)=C(N)SC(c3ccccc3)C2[N+](=O)[O-])c1 (stereo not drawn)
  A: -3	B: 9	C: 0	D: 1	E: 8	F: -12	G: 1	H: -7

Cc1ccc2cc(C=O)c(Cl)nc2c1
  A: 1	B: -11	C: -2	D: 8	E: -9	F: 2	G: -15	H: 2

O=C(NCCN1CCCC1=O)Nc1ccccc1
  A: -2	B: 6	C: -10	D: 2	E: -9	F: -4	G: 6	H: -7

O=c1[nH][nH]c(=O)c2cc(N3CCCC3)ccc12
  A: -6	B: 13	C: -2	D: -8	E: -5	F: -7	G: 0	H: -7

Cc1nc(SCc2c(F)cccc2Cl)n[nH]1
  A: -5	B: 2	C: -11	D: 12	E: 9	F: -9	G: -7	H: 4

COc1ccc(CNC2=CC(=O)CC(C)(C)C2)cc1
  A: -4	B: -3	C: -9	D: 2	E: -14	F: 2	G: 0	H: -1

O=C(NC1CCCCC1)C(c1ccncc1)N(CC1CCCO1)C(=O)C(F)(F)F (stereo not drawn)
  A: 0	B: -6	C: 1	D: -7	E: -4	F: -4	G: -1	H: 3

COc1ccc(Nc2nc(C(=O)NCCCN3CCOCC3)cs2)cc1
  A: -1	B: 9	C: -3	D: 4	E: 0	F: 4	G: 11	H: -2

COC(=O)CN1C(=O)[C@H]2[C@@H](c3ccc(C)o3)N3C(=O)CN(Cc4ccc(-c5ccccc5)cc4)C(=O)[C@@]3(C)[C@H]2C1=O
  A: -1	B: 10	C: 1	D: -1	E: 2	F: 4	G: 16	H: -6

CCCNC(=O)CNC(=O)c1ccc(C#N)cc1
  A: 0	B: 9	C: -2	D: 0	E: 3	F: 6	G: 7	H: 1

Cc1ccc(-c2cc(C(F)(F)F)c(C#N)c(SCC(=O)O)n2)cc1
  A: -1	B: 0	C: 4	D: -5	E: -8	F: 5	G: 10	H: 5

NC(=O)NC(Cc1ccccc1)C(=O)NNC(=O)COc1ccccc1Cl (stereo not drawn)
  A: 2	B: 3	C: -2	D: 7	E: 7	F: 1	G: -3	H: -8

Cc1ccc(C(=O)N[C@H](C(=O)OCc2cc(=O)n3c(n2)sc2ccccc23)C(C)C)cc1
  A: -3	B: 3	C: 8	D: 2	E: 3	F: -3	G: -7	H: 6

COc1ccc(CCC(=O)NCC2CCCCC2)cc1OC
  A: 1	B: -4	C: 5	D: -4	E: 12	F: -8	G: 39	H: -4

O=C(CSc1nc2ccccc2o1)NC1CCCC1
  A: -3	B: 6	C: -2	D: 10	E: -1	F: -4	G: -2	H: -8

COC1=CC(=O)OC(C)(c2ccccc2)C1 (stereo not drawn)
  A: .	B: .	C: -4	D: .	E: 0	F: -5	G: 7	H: -10

Cc1c(C(=O)NCCSCc2c(F)cccc2Cl)cnn1-c1ccc(Cl)cc1
  A: 2	B: -31	C: 18	D: 3	E: 20	F: 7	G: 9	H: 19

COc1ccccc1C(=O)Nc1ccc(-c2nnc(SCC(=O)O)n2C)cc1
  A: -2	B: 19	C: 0	D: -2	E: -25	F: -6	G: -1	H: -3

COc1ccc(C)cc1CN1C(=O)c2ccccc2C1=O
  A: -3	B: 7	C: 10	D: 3	E: 10	F: 9	G: -3	H: 1

CCN(CC)C(=O)c1nc[nH]c1C(=O)N1CCN(c2ccccc2)CC1
  A: -5	B: -3	C: -14	D: 9	E: 2	F: -8	G: 3	H: -16

CCOC(=O)CSc1cc(=O)n(C)c2cc(Cl)ccc12
  A: 0	B: 22	C: 0	D: 7	E: 10	F: 7	G: 2	H: 5

CCN(Cc1ccncc1)C(=O)C1CCN(S(=O)(=O)c2cccs2)CC1
  A: 0	B: 10	C: 3	D: -2	E: -3	F: 3	G: 99*	H: -6

CCc1ccc(-c2nc(CN3CCC(C(=O)NCCN(CC)c4ccccc4)CC3)c(C)o2)cc1
  A: 0	B: 7	C: 8	D: 29	E: 12	F: 1	G: -29	H: 2

CC1CCC(C(=O)NC(C(=O)NCCc2ccc(S(N)(=O)=O)cc2)C(C)C)CC1 (stereo not drawn)
  A: -4	B: -5	C: 1	D: 2	E: -2	F: 8	G: 6	H: -1

CC(C)(C)c1cnnn1-c1ccc(C(=O)CCl)cc1
  A: -4	B: 20	C: 8	D: 2	E: 65*	F: 12	G: -2	H: -18

CCCC(=O)N1CCN(c2ccc(NC(=O)c3ccco3)cc2)CC1
  A: -2	B: -3	C: -7	D: -8	E: 10	F: 1	G: -7	H: -4

Cc1cccc(C)c1OCC(O)CN1CCN(c2ccccc2)CC1 (stereo not drawn)
  A: -4	B: -6	C: 21	D: 12	E: 14	F: 1	G: 15	H: -17

CCc1n[nH]c(=S)n1/N=C/c1cc(Br)c(O)c(OC)c1
  A: -2	B: 3	C: -25	D: -2	E: 12	F: -1	G: -3	H: -5

Cc1nn(CCC(N)=O)c2nc(-c3cccs3)cc(C(F)(F)F)c12
  A: -1	B: -15	C: -4	D: 19	E: -20	F: -3	G: -9	H: 86*

CC(=O)Nc1ccc(S(=O)(=O)N(C)CC(=O)OC2CCCCC2=O)cc1 (stereo not drawn)
  A: -3	B: -15	C: -6	D: 10	E: 5	F: 9	G: 5	H: -6

Cc1ccc(OC(=O)C2CCN(C(=O)c3ccccc3C)CC2)c(Br)c1
  A: 2	B: 11	C: 2	D: -4	E: 11	F: -4	G: 12	H: 7

Cc1ccccc1-c1cnn(-c2cccc([N+](=O)[O-])c2)c1N
  A: 0	B: 6	C: 7	D: 0	E: 14	F: -2	G: 5	H: 19

CC(C)[N+](C)(C)CC(O)CN(c1ccccc1)c1ccccc1 (stereo not drawn)
  A: 0	B: -11	C: -6	D: -4	E: 1	F: 5	G: 4	H: 2

O=C(c1cccc([N+](=O)[O-])c1)c1ccc2c(c1)C(=O)NC2=O
  A: -1	B: -22	C: -7	D: 2	E: 9	F: 2	G: -7	H: -7

CC1/C(=N/O)CC(c2ccccc2)N(C)C1c1ccccc1 (stereo not drawn)
  A: -5	B: 29	C: 16	D: -4	E: 12	F: 10	G: 8	H: 57*

N#CCc1c(C#N)c(N)nc(Nc2ccccc2)c1C#N
  A: -1	B: -12	C: -11	D: -13	E: 10	F: 1	G: 1	H: -11

Cc1cc(C)c(S(=O)(=O)N2CCCC(C(=O)N3CCOCC3)C2)c(C)c1 (stereo not drawn)
  A: 1	B: -26	C: 2	D: 8	E: 6	F: 5	G: 1	H: -2

COc1cc2c(cc1OC)CN(C(=O)c1oc3ccccc3c1C)CC2
  A: -3	B: -3	C: 8	D: 9	E: 13	F: 13	G: -16	H: -3

Cc1cc(Nc2cc(F)ccc2C)n2nc(C)nc2n1
  A: -2	B: 10	C: -9	D: -2	E: -1	F: -10	G: -24	H: -1

Cc1cc(O)c(-c2cc(C(=O)Nc3ccc(S(=O)(=O)N4CCOCC4)cc3)[nH]n2)cc1C
  A: 0	B: -12	C: 40	D: -3	E: -5	F: -12	G: 8	H: -16

Cc1cc(=O)oc2cc(OCC(=O)Nc3ccc(CN4CCOCC4)cc3)c(Cl)cc12
  A: -2	B: 20	C: 4	D: 3	E: 8	F: -5	G: -8	H: -3

# In another format: 2 of the compounds above
# Order of results: APJ agonist, APJ antagonist, EBI2 antag, UBC13 polyUb, CCR6 antag, CXCR6 block, Gli-Sufu antag, ATG4B inhibitor
> Cc1ccc(C(=O)N[C@H](C(=O)OCc2cc(=O)n3c(n2)sc2ccccc23)C(C)C)cc1
→ -3, 3, 8, 2, 3, -3, -7, 6
> COc1ccc(CCC(=O)NCC2CCCCC2)cc1OC
→ 1, -4, 5, -4, 12, -8, 39, -4

# Continuation.
# Abbreviations – A = APJ agonist; B = APJ antagonist; C = EBI2 antag; D = UBC13 polyUb; E = CCR6 antag; F = CXCR6 block; G = Gli-Sufu antag; H = ATG4B inhibitor
CCc1ccc(CNC(=O)C2CCC(=O)N(CCc3ccc(Cl)cc3)C2)nc1 (stereo not drawn)
  A: 1	B: -11	C: 19	D: 0	E: -5	F: 2	G: 14	H: -1

COc1ccc(NC(=O)CSc2nnc(CNC(=O)c3cccs3)o2)c(OC)c1
  A: -1	B: 24	C: 4	D: 1	E: -1	F: -11	G: -4	H: 3

Cn1c(=O)[nH]c(=O)c2c1nc(N1CCN(CCO)CC1)n2Cc1ccccc1Cl
  A: 0	B: -13	C: -5	D: -5	E: 8	F: 4	G: 44	H: 8

Cc1ccc(Cn2nnc3c(=O)n(CC(=O)NCC4CCCO4)cnc32)cc1 (stereo not drawn)
  A: 0	B: -5	C: -6	D: 6	E: 8	F: -6	G: -2	H: -10

CC(C)C(c1nnnn1C(C)(C)C)N1CCN(c2cccc(Cl)c2)CC1 (stereo not drawn)
  A: -1	B: 11	C: 15	D: -8	E: 4	F: 2	G: 13	H: 5

COc1ccc(NC(=O)CCCn2c(=S)[nH]c3ccccc3c2=O)cc1
  A: -4	B: 7	C: -2	D: -3	E: 9	F: -1	G: -2	H: -9

CS(=O)(=O)c1ccc(NCCN2CCOCC2)c([N+](=O)[O-])c1
  A: -4	B: 1	C: -13	D: -17	E: -3	F: -16	G: -11	H: -3

COc1ccc(/C=N/NC(=O)Cn2nnc3ccccc32)cc1OC
  A: -2	B: 4	C: -4	D: -15	E: -21	F: -5	G: -4	H: -9

O=C(OC1CCOC1=O)c1ccc(NS(=O)(=O)c2cccs2)cc1 (stereo not drawn)
  A: -1	B: -10	C: 8	D: -1	E: -7	F: 2	G: 7	H: 2

CN(C)S(=O)(=O)c1cccc(C(=O)Nc2ccc(N3CCOCC3)cc2)c1
  A: -2	B: 26	C: -1	D: -15	E: 15	F: -8	G: -4	H: -2

COc1ccc(-c2cn[nH]c2-c2ccc(OCC(=O)NN)cc2O)cc1
  A: 3	B: -10	C: -13	D: 10	E: 2	F: 1	G: -3	H: 1

COc1cccc(CNCCO)c1OCc1ccccc1Cl
  A: -2	B: -4	C: -2	D: 12	E: 10	F: -3	G: 7	H: -3

O=C(CN1CCN(Cc2ccc(F)cc2)C1=O)NCc1cccs1
  A: -3	B: 10	C: -4	D: 9	E: 11	F: -2	G: 0	H: 9

CCOC(=O)c1cc2c(=O)n3ccccc3nc2n(CCOC)c1=NC(=O)C(C)(C)C
  A: -2	B: 5	C: 7	D: 2	E: 1	F: 5	G: 7	H: -7

NC(N)=N/N=C/c1c(Cl)cccc1Cl
  A: 0	B: 24	C: 0&-6	D: -7	E: 0&10	F: -1&3	G: -1&-2	H: 3&4

COC(=O)Cc1ccc(NC(=S)NCCC(C)C)cc1
  A: 3	B: 7	C: -20	D: 3	E: 4	F: -4	G: -7	H: 1

# Assay outcomes (PubChem)
